BAP1 block – inhibitors of BAP1 deubiquitinase, primary screen, biochemical, Ub-AMC fluorescence, kinetic. activity remaining (% of control), % at 20 µM. Ubiquitin carboxyl-terminal hydrolase BAP1 (Homo sapiens), Q92560. hit rate 0.48% among 72,000. recombinant BAP1, Ub-AMC hydrolysis fluorescence kinetic; hits give low values;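 active = activity remaining at or below 50% of control, provided the compound also passes the data quality filters; inactive = the rest, including low values that fail the filters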;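 also: 100% = DMSO wells rate and 0% = substrate alone blank rate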
Target sequence (Q92560 whole entry, looked up): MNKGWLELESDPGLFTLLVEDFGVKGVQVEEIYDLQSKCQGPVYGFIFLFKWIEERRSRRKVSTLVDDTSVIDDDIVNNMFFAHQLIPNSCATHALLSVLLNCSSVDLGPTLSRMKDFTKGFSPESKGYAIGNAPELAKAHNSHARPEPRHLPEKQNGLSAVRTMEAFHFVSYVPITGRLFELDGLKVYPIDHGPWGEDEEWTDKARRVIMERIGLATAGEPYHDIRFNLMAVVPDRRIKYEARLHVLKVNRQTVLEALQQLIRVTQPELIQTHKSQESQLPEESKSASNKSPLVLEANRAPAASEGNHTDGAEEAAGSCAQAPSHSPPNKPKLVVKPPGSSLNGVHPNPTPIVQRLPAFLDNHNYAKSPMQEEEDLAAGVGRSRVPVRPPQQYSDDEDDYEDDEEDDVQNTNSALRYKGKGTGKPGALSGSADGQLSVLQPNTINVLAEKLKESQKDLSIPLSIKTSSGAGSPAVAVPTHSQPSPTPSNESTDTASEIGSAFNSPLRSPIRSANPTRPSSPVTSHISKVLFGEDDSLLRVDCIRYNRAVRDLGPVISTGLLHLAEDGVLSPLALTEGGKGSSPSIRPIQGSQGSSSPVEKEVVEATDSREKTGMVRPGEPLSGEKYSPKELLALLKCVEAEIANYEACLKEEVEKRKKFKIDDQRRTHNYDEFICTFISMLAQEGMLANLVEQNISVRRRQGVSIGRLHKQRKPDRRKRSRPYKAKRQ
HePTP inh – inhibitors of human HePTP phosphatase, primary screen, biochemical, absorbance, leukemia target. Tyrosine-protein phosphatase non-receptor type 7 (Homo sapiens), P35236. recombinant HePTP phosphatase activity, OD absorbance. inhibition, % at 20 µM. hit rate 0.64% among 110,000. AID 521, 2006; in the data active = inhibition above about 50%;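 also: plate controls were vehicle for no effect and reference inhibitor for full effect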
Target sequence (P35236 whole entry, looked up): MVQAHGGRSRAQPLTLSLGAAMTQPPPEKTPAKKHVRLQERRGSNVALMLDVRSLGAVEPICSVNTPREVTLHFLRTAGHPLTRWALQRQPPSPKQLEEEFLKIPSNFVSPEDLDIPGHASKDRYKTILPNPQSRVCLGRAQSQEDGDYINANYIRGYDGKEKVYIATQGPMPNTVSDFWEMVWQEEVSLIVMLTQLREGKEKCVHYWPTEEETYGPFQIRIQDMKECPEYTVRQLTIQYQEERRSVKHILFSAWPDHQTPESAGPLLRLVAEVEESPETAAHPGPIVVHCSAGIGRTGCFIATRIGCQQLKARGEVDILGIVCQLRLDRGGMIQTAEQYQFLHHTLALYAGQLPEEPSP
Active calls of the source: *; / = no result given.

Order of values: BAP1 block | HePTP inh
> CC(=O)Nc1ccc(C(=O)CSc2nc3ccccc3n2CC(=O)N2CCCC2)cc1
→ 94 | 9
> Cc1c(N=CC=Nc2c(C)n(C)n(-c3ccccc3)c2=O)c(=O)n(-c2ccccc2)n1C
→ 94 | 10
> COC(=O)CNC(=O)C1COc2ccccc2O1 (centres undefined)
→ / | -1
> CCOC(=O)N1CCN(C(=O)Cn2ncc3ccccc32)CC1
→ 93 | 18
> CCCCCCn1cnc2c(c1=O)c1nc3ccccc3nc1n2Cc1cccs1
→ / | -7
> O=C1NC(=O)N(c2ccc(Cl)cc2)C(=O)/C1=C/c1ccc(O)c(Cl)c1
→ / | 6
> CCOC(=O)N1CCN(c2ccc(C(=O)c3cccc(F)c3)cc2)CC1
→ 104 | 10
> O=c1c(/C=C(\O)c2ccccc2)nc2ccccc2n1-c1ccccc1
→ / | 9
> CC(C)CC(=O)N1CCN(Cc2ccccc2Br)CC1
→ 91 | /
> O=C(NCCC1=CCCCC1)c1ccc([N+](=O)[O-])cc1
→ / | 4
> O=C(c1ccc2c(c1)OCCO2)C1CC1
→ / | 0
> COc1ccc(-c2ccc(-c3noc(-c4ccccc4OC)n3)c(OC)n2)cc1
→ 78 | 3
> Cc1nc(C)c(C(=O)Nc2ccccc2C)s1
→ 133 | /
> Cc1cc(/C=C2\C(=O)NC(=O)N(c3cccc(F)c3)C2=O)c(C)n1-c1cccnc1
→ / | 4
> CC1(C)Cc2c(sc3ncnc(NCc4ccccc4)c23)CO1
→ / | 105*
> Cc1cc(NC(=O)c2cccc(Br)c2)ccc1-c1cc2ccccc2oc1=O
→ / | 1
> COc1cc(C=C2C(=O)N(C)C(=O)N(C)C2=O)cc(Cl)c1OCCOc1ccccc1
→ / | 8
> Cn1c(=O)oc2cc(S(=O)(=O)NCCC(=O)N3CCc4ccccc4C3)ccc21
→ 102 | -12
> Cc1nnc(SCC(=O)NC(=O)NC(C)(C)C)n1N
→ 107 | 2
> Cc1cc(=O)oc(C)c1C(=O)NCCCN1C(C)CCCC1C (centres undefined)
→ 98 | 6
> NC(=O)c1c(NC(=O)CN2CCCC2)sc2c1CCCC2
→ 109 | 3
> CCOC(=O)C1=C(C)N=c2s/c(=C/c3ccc(C)cc3)c(=O)n2C1c1ccccc1 (centres undefined)
→ / | 10
> CCOC(=O)/C(C(N)=NCCO)=C(/O)c1ccccc1
→ 97 | 4
> Cc1ccc(OCc2nnc(SCCN3CCOCC3)n2C)cc1
→ 92 | 3
> Cc1sc2ncn(CCC(=O)O)c(=O)c2c1C
→ 96 | 9
> COc1ccc(OC)c(NC(=O)CSc2nnc(Cn3c(=O)sc4ccccc43)n2C)c1
→ 96 | 0
> O=C(NCc1ccc2c(c1)OCO2)c1ccc(C#Cc2ccccc2)cc1
→ / | -4
> CS(=O)(=O)N(CC(=O)NC1CCCCCC1)Cc1ccccc1
→ 75 | -5
> O=C1CCCc2c1cc(C(=O)NCc1ccco1)c(=O)n2-c1ccc(Cl)cc1
→ 87 | 4
> Cc1csc(NC(=O)CSc2nnc(-c3ccc(S(=O)(=O)N4CCCC4)cc3)o2)n1
→ 138 | 10
> CCN(CC)S(=O)(=O)c1ccc(Cl)c(C(=O)Oc2ccc([N+](=O)[O-])cc2)c1
→ / | 4
> CCCCOC(=O)C(C)Nc1n[nH]c(=O)[nH]c1=O (centres undefined)
→ 98 | 5
> CCCCn1c(SCc2cccnc2)nc2c1c(=O)n(C)c(=O)n2C
→ 90 | 2
> OCCN1CCN(CC/C=C2/c3ccccc3Sc3ccc(C(F)(F)F)cc32)CC1
→ 92 | /
> O=C(Oc1ccc([N+](=O)[O-])c(Cl)c1)c1c(F)cccc1F
→ / | 5
> CC(C)Cc1ccc(C(=O)NCC2OCCc3ccccc32)cc1 (centres undefined)
→ / | 4
> COc1ccc(CSc2nnnn2-c2ccccc2)cc1
→ / | 5
> CC12CCC(c3c(C(=O)Nc4nccs4)nn(-c4ccccc4)c31)C2(C)C (centres undefined)
→ 125 | 10
> O=C(c1cnn2c(C(F)(F)F)cc(-c3ccc4c(c3)OCO4)nc12)N1CCOCC1
→ / | 1
> CCC(=O)Nc1ccc(NC(=O)CSc2nnnn2CC)cc1C
→ 116 | 6
> Nc1ccc2nc(SCC(=O)N3CCOCC3)sc2c1
→ / | 2
> COC(=O)[C@@H]1[C@H]2C[C@H]3c4[nH]c5ccccc5c4CCN3C[C@@H]2CC[C@@H]1O
→ 87 | /
> CCOc1ccc(/C=N\N2CCN(c3ccccc3OC)CC2)cc1
→ / | 6
> CC(C(=O)Nc1ccc(NC(=O)c2cccc(Cl)c2)cc1)(c1ccccc1)c1ccccc1
→ / | 0
> CCCCOc1ccc(C(=O)Nc2ccccc2-c2nc3ccccc3s2)cc1
→ / | -16
> Cc1cc(=O)n(C)c(=O)n1CCCCOc1ccc([N+](=O)[O-])cc1
→ 75 | /
> CCOc1ccc(N2CC(C(=O)NCCCN3CCOCC3)CC2=O)cc1 (centres undefined)
→ 151 | 5
> COc1cccc(NC(=O)CSc2nc3c(c(-c4ccco4)c2C#N)CCCC3)c1
→ 67 | -3
> Cn1c(NC(=O)C2c3ccccc3Oc3ccccc32)cc(=O)n(C)c1=O
→ 102 | 2
> CCOC(=O)c1sc(NC(=O)COc2ccc(Cl)cc2)nc1-c1ccccc1
→ 55 | /
> CC(=O)C(Sc1nc(N2CCOCC2)nc(N2CCOCC2)n1)C(=O)Nc1ccccc1 (centres undefined)
→ 158 | 3
> CCCCC(CCC(=O)Nc1ccc(C(=O)OCC)cc1)C(=O)O (centres undefined)
→ 161 | 2
> Cc1nc(N)sc1-c1csc(Nc2ccccc2)n1
→ 89 | 5
> CN(C)c1ccc(CNC(=O)C2CCN(S(=O)(=O)c3ccc4c(c3)CCC(=O)N4)CC2)cc1
→ 90 | 8
> O=C(c1ccc([N+](=O)[O-])cc1)N1CCN(C(=O)c2cccs2)CC1
→ / | 6
> CCCCCc1c(C)nc(Nc2ccc(F)cc2)[nH]c1=O
→ 104 | 2
> On1c(-c2ccccc2F)nc2c1CCc1nonc1-2
→ / | 0
> CC1CN(C(=O)C(C)Sc2nc3ccccc3s2)CC(C)O1 (centres undefined)
→ 115 | 6
> NC(=O)c1cc(-c2ccccc2)sc1NC(=O)Cc1ccc(S(=O)(=O)N2CCOCC2)s1
→ / | 4
> COC(=O)NC(NC(=O)OC)c1ccc(F)cc1
→ / | -9

Seven successive entries from above, quoted:
Order of values: BAP1 block | HePTP inh
> CN(C)c1ccc(CNC(=O)C2CCN(S(=O)(=O)c3ccc4c(c3)CCC(=O)N4)CC2)cc1
→ 90 | 8
> O=C(c1ccc([N+](=O)[O-])cc1)N1CCN(C(=O)c2cccs2)CC1
→ / | 6
> CCCCCc1c(C)nc(Nc2ccc(F)cc2)[nH]c1=O
→ 104 | 2
> On1c(-c2ccccc2F)nc2c1CCc1nonc1-2
→ / | 0
> CC1CN(C(=O)C(C)Sc2nc3ccccc3s2)CC(C)O1 (centres undefined)
→ 115 | 6
> NC(=O)c1cc(-c2ccccc2)sc1NC(=O)Cc1ccc(S(=O)(=O)N2CCOCC2)s1
→ / | 4
> COC(=O)NC(NC(=O)OC)c1ccc(F)cc1
→ / | -9

Returning to the listing, starting 7 compounds before the break.
Order of values: BAP1 block | HePTP inh
> CN(C)c1ccc(CNC(=O)C2CCN(S(=O)(=O)c3ccc4c(c3)CCC(=O)N4)CC2)cc1
→ 90 | 8
> O=C(c1ccc([N+](=O)[O-])cc1)N1CCN(C(=O)c2cccs2)CC1
→ / | 6
> CCCCCc1c(C)nc(Nc2ccc(F)cc2)[nH]c1=O
→ 104 | 2
> On1c(-c2ccccc2F)nc2c1CCc1nonc1-2
→ / | 0
> CC1CN(C(=O)C(C)Sc2nc3ccccc3s2)CC(C)O1 (centres undefined)
→ 115 | 6
> NC(=O)c1cc(-c2ccccc2)sc1NC(=O)Cc1ccc(S(=O)(=O)N2CCOCC2)s1
→ / | 4
> COC(=O)NC(NC(=O)OC)c1ccc(F)cc1
→ / | -9
> O=C1C(=O)N(c2cccnc2)C(c2ccc3c(c2)OCO3)/C1=C(\O)c1ccc(Cl)cc1 (centres undefined)
→ / | 10
> C=CCN1C(=O)/C(=C\c2cc(I)c(O)c(OC)c2)C(=O)NC1=S
→ / | 19
> COC(=O)c1c(NC(=O)c2cncc(Br)c2)sc2c1CCC(C)C2 (centres undefined)
→ / | -2
> Cc1cc(=O)oc2cc(OCC(=O)OC(C)(C)C)ccc12
→ / | -1
> CCc1nc2ccccc2n1CC(O)COc1ccc(C(=O)O)cc1 (centres undefined)
→ / | 3
> Cc1cc(NC(=O)c2c(F)c(F)c(F)c(F)c2F)no1
→ 94 | 8
> Cc1cc(NC(=O)c2ccccc2)ncc1NC(=O)c1ccco1
→ 103 | -9
> Cc1ccc(-c2noc(/C=C/c3ccccc3)n2)cc1
→ / | -4
> Cc1nc2cc(Nc3nnc(-c4ccccc4)c4ccccc34)ccc2n1C
→ / | -3
> Cn1c(=O)c2c(nc(Oc3ccc4c(c3)OCO4)n2Cc2ccc(Br)cc2)n(C)c1=O
→ 69 | 6
> Cc1ccc(-c2nc3ccccn3c2NC(=O)c2ccccc2)cc1
→ / | -2
> CCOc1ccc(-c2nc(-c3ccccc3C)no2)cc1
→ 45* | -3
> CCOC(=O)c1ccc(NC(=O)C23CCC(C)(C(=O)O2)C3(C)C)cc1 (centres undefined)
→ 101 | -1
> CCOc1ccc2[nH]c(=O)c(C(c3nnnn3CC3CCCO3)N3CCc4ccccc4C3)cc2c1 (centres undefined)
→ / | 13
> c1ccc(-c2nnc3sc(CN4CCc5ccccc54)cn23)cc1
→ 96 | /
> CCCCn1c(/N=C/c2ccc3c(c2)OCO3)nc2ccccc21
→ / | 3
> O=C(COc1cccc(C(F)(F)F)c1)NCCCN1CCCC1=O
→ 60 | 10
> Cc1nc2ccc(S(=O)(=O)NCC(=O)N3CCOCC3)cc2s1
→ 97 | -8
> CCC(=O)Nc1ccccc1-c1nnn(CC(=O)N2c3ccccc3CC2C)n1 (centres undefined)
→ 114 | -1
> CCOc1ccc(C(=O)NCCCN(CC)CC)cc1
→ 95 | 1
> CCOC(=O)COc1ccc(S(=O)(=O)N2CCN(c3ccccc3F)CC2)cc1
→ 100 | 13
> COc1ccccc1N1CCN(c2nc(N)c(C#N)c(CC#N)c2C#N)CC1
→ / | 5
> C=C(C)Cn1c(CCCNC(=O)C(C)(C)C)nc2ccccc21
→ 91 | 8
> CCCCSc1cc(C)nc2ncnn12
→ 89 | -3
> OC(COCc1ccccc1)CN1CCN(c2ccccc2)CC1 (centres undefined)
→ 104 | -2
> CCOC(=O)N1CCN(S(=O)(=O)N(C)C)CC1
→ 96 | 4
> O=C(COc1ccc(Cl)cc1Br)N/N=C/c1cccc(OC(=O)c2ccc3c(c2)OCO3)c1
→ / | 7
> O=C(Cn1cc(/C=C2\SC(=S)NC2=O)c2ccccc21)Nc1ccccc1
→ / | -17
> CC(C)c1ccc(NC(=O)C(c2ccccc2)N2CCOCC2)cc1 (centres undefined)
→ 96 | -8
> Oc1ccccc1-c1cc(-c2ccco2)[nH]n1
→ / | 6

A few values from the entries so far.
Under HePTP inh, C=C(C)Cn1c(CCCNC(=O)C(C)(C)C)nc2ccccc21 has 8
Under HePTP inh, COc1ccccc1N1CCN(c2nc(N)c(C#N)c(CC#N)c2C#N)CC1 has 5
Under HePTP inh, O=C(Cn1cc(/C=C2\SC(=S)NC2=O)c2ccccc21)Nc1ccccc1 has -17
Under HePTP inh, CCOC(=O)COc1ccc(S(=O)(=O)N2CCN(c3ccccc3F)CC2)cc1 has 13
Under HePTP inh, Cc1nc2ccc(S(=O)(=O)NCC(=O)N3CCOCC3)cc2s1 has -8

(listing goes on)
Order of values: BAP1 block | HePTP inh
> O=C(CSc1nnc(-c2ccncc2)o1)Nc1ccccc1Cl
→ 143 | 1
> O=P(c1ccccc1)(c1ccccc1)c1nc(-c2ccc(Cl)cc2)oc1N1CCOCC1
→ / | 12
> O=C(Nc1ccc(F)cc1)c1ccc([N+](=O)[O-])cc1
→ / | 12
> COc1cc(C2=Nc3ccc(Br)cc3C(c3ccccc3)N2CC(=O)NN)cc(OC)c1OC (centres undefined)
→ / | 12
> CCOC(=O)/C=C/C(=O)Nc1sc(C)c(C)c1C(N)=O
→ / | 7
> c1ccc2c(c1)ncc1cccn12
→ / | 4
> COc1cccc(OC)c1C(=O)Nc1ccc(NC(=O)c2ccco2)cc1
→ 64 | 7
> O=[N+]([O-])c1ccc(N[C@@H]2OC[C@@H](O)[C@H](O)[C@@H]2O)cc1
→ / | -8
> COc1ccc(-n2cnc3sc(C)c(C)c3c2=O)cc1
→ / | 2
> CCN1CCN(CC(=O)Nc2ccc3c(c2)OCO3)C(=O)C1=O
→ 87 | 0
> CC(Sc1nnc2ccccn12)C(=O)Nc1ccc(Cl)cn1 (centres undefined)
→ 114 | 4
> Cc1ccc(C2CC(c3cccc(C)c3)n3ncnc3N2)cc1 (centres undefined)
→ 89 | -2
> O=C(CCc1ccccc1)NCc1ccc2c(c1)OCO2
→ / | -14
> O=C(c1csc2c1CCCC2)n1cccn1
→ / | 2
> CCOC(=O)C1=C(C)NC2=C(C(=O)CC(C)(C)C2)C1c1ccc2c(c1)CCCN2C (centres undefined)
→ 98 | 6

Part of the list above, in CSV form.
Compound,BAP1 block,HePTP inh
CCN1CCN(CC(=O)Nc2ccc3c(c2)OCO3)C(=O)C1=O,87,0
CC(Sc1nnc2ccccn12)C(=O)Nc1ccc(Cl)cn1 (centres undefined),114,4
